# APJ ag: agonists of human APJ apelin receptor; P35414; CHO-K1 APJ PathHunter beta-arrestin, luminescence; 0% DMSO wells, 100% apelin; activation, % at 20 µM; 330,000 compounds, 0.11% hits; AID 2520;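 active means activation more than six SD over the plate average, tested at 20 µM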;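 further: 0% = DMSO alone and 100% = apelin-13 at 10 nM; some results filed as inactive read as strong as hits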
#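 Incubation: overnight seeding, 90 min compound at 25 °C, 1 h detection; test system: PathHunter CHO-K1 APJ (AGTRL-1) beta-arrestin reporter cells; amount: 1000 cells/well; doses: one dose, 20 µM compound, 1% DMSO; measured by: beta-gal luminescence; measure: agonist-driven arrestin binding to APJ; benchmarks: negative DMSO alone, positive Apelin-13 at 10 nM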
# UPR CHOP act: apoptotic UPR (CHOP) activation. activation, % at 10 µM. CHO-CHOP luciferase reporter, luminescence; percent of tunicamycin response over DMSO baseline. 330,000 compounds, 0.34% hits. AID 449763;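 active means at 10 µM dose, activation of 40% or more, normalized to positive control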;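 further: 100% = tunicamycin at 10 µg/mL and 0% = DMSO alone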
#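 Dosing – one dose, 10 µM in 0.5% DMSO · System – CHO-CHOP cells, stable luciferase reporter of PERK-eIF2a-CHOP signalling · Input – 500 cells/well · Control set – tunicamycin 10 µg/mL final as positive, DMSO-only wells as negative · Timing – 6 h compound treatment, 37 °C · Measure – % activation vs tunicamycin · Technique – luminescence read with Steady-Glo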
# APJ antagonist: blocks the human apelin receptor APJ | AID 2521 | 330,000 compounds, 0.32% hits | inhibition, % at 20 µM | CHO-K1 APJ beta-arrestin complementation, luminescence;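 active means inhibition above about 40% at 20 µM, limit read from the data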;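 further: cells challenged with 10 nM apelin-13 agonist together with compound; plate controls were apelin-13 plus DMSO wells for no effect and DMSO wells lacking apelin-13 for full effect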
# 697 NFkB inh: inhibitors of the PMA/ionomycin-induced NF-kB reporter in 697 B cells; 697 B-cell NF-kB luciferase reporter, 16 h; inhibition, % at 4 µM; 330,000 compounds, 0.33% hits; in the data active means inhibition above about 35%
# Jurkat NFkB inh: inhibitors of the PMA/ionomycin-induced NF-kB reporter in Jurkat cells; PMA/ionomycin-induced NF-kB luciferase reporter, luminescence; inhibition, % at 4 µM; 330,000 compounds, 0.53% hits; AID 435003; in the data active means inhibition above about 50%
# UPR XBP1 act: activators of adaptive arm of unfolded protein response (XBP1). activation, % at 20 µM. 330,000 compounds, 0.33% hits. CHO-XBP1 luciferase reporter, IRE1-XBP1 UPR activation, luminescence; percent of tunicamycin response, DMSO as zero;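 active means versus positive control, 20 µM dose yields 30% or more activation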;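 further: 100% = tunicamycin at 10 µg/mL and 0% = DMSO only wells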
#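 Material: CHO cell line with stable XBP1 luciferase reporter; buffer or medium: F12 medium containing 10% fetal bovine serum; compound: single point, 20 µM final compound, 1% DMSO; incubation: 6 h treatment, 37 °C; measured by: glow luminescence from Steady-Glo reagent; evaluation: activation, % of tunicamycin; control set: tunicamycin high, DMSO low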
# Mdm2 MdmX PPI: human Mdm2/MdmX binding inhibition; O15151+Q00987; SaOS-2 split-luciferase Mdm2/MdmX complementation, luminescence; inhibition, % at 8 µM; 330,000 compounds, 3% hits;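 active means inhibition of at least 50% at 8 µM in the primary screen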
# Target sequence (O15151 whole entry, looked up): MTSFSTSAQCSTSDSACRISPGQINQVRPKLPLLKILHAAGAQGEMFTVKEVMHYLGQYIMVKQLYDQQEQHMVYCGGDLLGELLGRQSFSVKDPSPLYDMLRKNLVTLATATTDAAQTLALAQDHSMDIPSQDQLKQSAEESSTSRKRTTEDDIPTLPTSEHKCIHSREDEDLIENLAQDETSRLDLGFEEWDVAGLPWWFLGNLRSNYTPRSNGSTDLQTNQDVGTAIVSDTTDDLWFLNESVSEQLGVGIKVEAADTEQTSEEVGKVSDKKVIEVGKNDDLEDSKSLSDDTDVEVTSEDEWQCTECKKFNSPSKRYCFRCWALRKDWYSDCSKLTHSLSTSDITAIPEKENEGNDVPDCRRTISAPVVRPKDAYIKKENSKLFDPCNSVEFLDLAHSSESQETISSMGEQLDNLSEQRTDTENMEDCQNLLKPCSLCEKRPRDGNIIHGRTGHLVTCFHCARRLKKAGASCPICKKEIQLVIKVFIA
# Target sequence (Q00987 whole entry, looked up): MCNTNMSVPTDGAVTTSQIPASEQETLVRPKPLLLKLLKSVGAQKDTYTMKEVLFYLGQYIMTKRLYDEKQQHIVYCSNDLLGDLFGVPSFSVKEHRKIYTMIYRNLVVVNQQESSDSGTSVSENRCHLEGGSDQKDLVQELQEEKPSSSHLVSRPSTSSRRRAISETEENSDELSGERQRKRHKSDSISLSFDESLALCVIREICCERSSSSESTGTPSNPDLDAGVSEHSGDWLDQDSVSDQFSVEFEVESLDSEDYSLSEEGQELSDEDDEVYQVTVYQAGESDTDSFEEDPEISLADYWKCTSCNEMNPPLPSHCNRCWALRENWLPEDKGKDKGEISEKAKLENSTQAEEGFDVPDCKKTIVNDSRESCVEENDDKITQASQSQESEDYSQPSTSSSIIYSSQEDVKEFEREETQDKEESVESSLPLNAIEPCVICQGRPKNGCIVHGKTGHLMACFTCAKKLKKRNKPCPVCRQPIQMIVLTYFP
# tim23-1 inh: tim23-1 yeast growth inhibition. inhibition, % at 20 µM. S. cerevisiae tim23-1 growth, BacTiter-Glo luminescence, 24 h. 330,000 compounds, 1.3% hits;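 active means growth inhibition of the mutant yeast at or above 50%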;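 further: temperature-sensitive mutant grown at 25 °C; plate controls were DMSO-treated mutant yeast for no effect and medium wells lacking yeast for full effect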
# * = called active by the depositor.
# Preview:
No.	Molecule	APJ ag	UPR CHOP act	APJ antagonist	697 NFkB inh	Jurkat NFkB inh	UPR XBP1 act	Mdm2 MdmX PPI	tim23-1 inh
1	COc1ccccc1C(=O)NC(CCSC)C(=O)NCCCn1nc(C)cc1C (stereo not drawn)	-1	1.2	-5	7	11	-1	-18	9
2	CCOCCn1c(=O)c2c(nc3n2CCN3c2ccc(C)cc2)n(C)c1=O	-3	-1.4	-35	3	-7	3	5	6
3	O=C(Cn1nnc(-c2cccs2)n1)N1CCOCC1	-3	0.8	-9	13	-9	-2	13	11

# All compounds of this part, from the first entry:
No.	Molecule	APJ ag	UPR CHOP act	APJ antagonist	697 NFkB inh	Jurkat NFkB inh	UPR XBP1 act	Mdm2 MdmX PPI	tim23-1 inh
1	COc1ccccc1C(=O)NC(CCSC)C(=O)NCCCn1nc(C)cc1C (stereo not drawn)	-1	1.2	-5	7	11	-1	-18	9
2	CCOCCn1c(=O)c2c(nc3n2CCN3c2ccc(C)cc2)n(C)c1=O	-3	-1.4	-35	3	-7	3	5	6
3	O=C(Cn1nnc(-c2cccs2)n1)N1CCOCC1	-3	0.8	-9	13	-9	-2	13	11
4	O=C(COc1ccc(Cl)cc1)NCc1nnc(SCC(=O)NC2CCCC2)o1	-2	2.2	-15	17	0	-2	-5	-2
5	Cn1c(CN2CCOCC2)nnc1SCC(=O)Nc1cc(Cl)ccc1Cl	-2	-0.3	-3	-7	-12	-7	-1	21
6	CC(O)(CS(=O)(=O)Cc1ccc(Cl)cc1)C(=O)Nc1cccc(C(F)(F)F)c1 (stereo not drawn)	-6	-1.6	13	11	-2	-1	-29	7
7	CCSc1nnc(NC(=O)CSc2nccn2-c2cccc(C)c2C)s1	1	-0.4	-15	-7	-3	1	8	28
8	Cc1ccc(C)c(C(=O)COC(=O)C(C)N2C(=O)C3C4CCC(C4)C3C2=O)c1 (stereo not drawn)	5	1.6	6	-11	13	-2	8	24
9	CC(C)N1C(=O)c2ccccc2N(Cc2ccccc2)S1(=O)=O	-5	1.3	14	-7	-1	-3	-14	13
10	O=C(COC(=O)c1ccccc1C(=O)N1CCN(c2ccccc2)CC1)Nc1ccccc1	-2	2.2	1	0	2	0	-5	21
11	COc1ccc(NC(=O)CN(C)C(=O)c2cccc(S(=O)(=O)Nc3ccc(OC)cc3)c2)cc1	-5	1.6	0	-6	-7	-3	12	-13
12	COc1ccc(CCn2ccc(O)c(Cc3ccc(Cl)cc3)c2=O)cc1OC	-4	-0.8	3	4	5	-2	16	13
13	CCN(CC)c1ccc(C(=O)NNC(=O)CN2C(=O)NC3(CCCCC3)C2=O)cc1	5	0.8	6	9	9	-2	2	3
14	O=S(=O)(Nc1ccc(F)cc1)c1ccc(NS(=O)(=O)c2cccs2)cc1	-4	3.1	14	2	-1	14	-3	3
15	CC1(C)CC(=O)C2=C(C1)c1c(ccc3ccccc13)NC2c1ccco1 (stereo not drawn)	2	6.0	1	-95	-63	3	-43	30
16	CCc1nc2ccc(C(=O)Nc3ccc(NC(C)=O)cc3)cc2nc1CC	-1	-2.1	-4	0	-4	0	-5	-10
17	COc1ccc(NS(=O)(=O)c2cccc(C(=O)N/N=C/c3ccccc3OC)c2)cc1	17	0.5	-13	14	11	-1	-7	13
18	C=CCOc1ccc(CNn2c(C)n[nH]c2=S)cc1OC	-1	0.4	2	-13	3	5	1	8
19	O=C(O)/C=C/c1ccc2ccccc2n1	4	1.2	6	0	2	-4	-8	11
20	Cn1c(SCC(=O)NC2CC2)nnc1C1CC1	-2	-0.4	8	8	10	-2	-2	1
21	CSc1nc(O)c(Nc2cccc(Cl)c2)c(=O)[nH]1	0	-0.4	9	1	1	4	-11	15
22	CCCCN(C)CCN1C(=O)C2C(C(=O)Nc3ccc(Cl)cc3)C3C=CC2(O3)C1C(=O)NC1CCCCC1 (stereo not drawn)	-3	3.4	-6	0	-4	-5	28	6
23	COc1ccc(C(C(=O)NC2CCCCC2)N(C(=O)c2ccco2)c2ccccc2C(C)=O)cc1OC (stereo not drawn)	-1	-2.5	-9	-9	-14	-2	5	14
24	CCn1c(N2CCN(CC(=O)Nc3cccc(C)c3C)CC2)nc2ccccc21	-5	-1.3	3	-17	5	0	-10	15
25	C/C=C/Cn1cccc(C(=O)Nc2ccc(OC)cc2)c1=O	0	3.6	5	-6	-27	-2	-9	1
26	CC(C)c1ccc(CCNC(=O)CCNC(=O)c2ccc(Br)cc2)cc1	11	1.6	-12	-28	1	-6	19	-17
27	CCSc1ccccc1C(=O)NCc1ccc(OC)cc1	-3	0.8	21	21	13	-1	-17	7
28	Cc1cccc(Nc2cc(C)nc3ccccc23)c1	-4	0.3	-21	-19	18	-6	22	-5
29	COc1cccc(/C=N/NC(=O)CNC(=O)COc2ccccc2)c1O	2	-1.8	-4	2	9	-1	15	-6
30	COc1ccc(OC)c2[nH]c(=O)c(CCNC(=O)C(C)C)cc12	-2	2.5	-1	11	4	1	-14	13
31	Cc1c(C(=O)N2CCOCC2)cc(C(C)(C)C)n1-c1ccccc1	0	-1.3	-5	-36	-28	-6	14	27
32	Cc1cc(N2C(=O)C(O)=C(C(=O)c3cccs3)C2c2cccc(O)c2)no1 (stereo not drawn)	-3	-2.4	4	15	-13	1	21	7
33	COc1ccc(C(C(=O)NC(C)(C)C)N(C(=O)CCC(=O)Nc2cc(C)on2)c2ccccc2F)cc1 (stereo not drawn)	2	0.3	10	16	17	-3	-33	19
34	Cc1ccc2nc3n(c(=O)c2c1)-c1cc(Cl)ccc1C(=O)NC3Cc1ccc(O)cc1 (stereo not drawn)	-2	0.2	12	8	16	3	-15	0
35	O=C1/C(=C/c2cccnc2)Cc2ccc(Cl)cc21	-1	0.8	-3	-1	0	1	22	41
36	CCOc1ccc(S(=O)(=O)N2CCN(CC)CC2)cc1NC(=O)c1ccccc1F	-3	-2.0	-2	19	-9	5	25	3
37	Cc1nn(C)c(C)c1CCC(=O)NC1CC(C)(C)Cc2c1cnn2-c1ccccc1 (stereo not drawn)	-7	6.1	3	-9	-1	-4	12	-1
38	CC1(C)NC(=O)N(CC(=O)N2CCCC(C(F)(F)F)C2)C1=O (stereo not drawn)	8	2.1	-4	17	9	-2	8	4
39	CCc1cc(CNC(=O)CC2C(=O)NCCN2Cc2c(F)cccc2Cl)on1 (stereo not drawn)	-2	0.2	2	21	3	0	12	2
40	COc1ccc(-c2nnsc2N2C(=O)c3ccccc3C2=O)cc1	0	-2.5	8	-5	9	1	-19	1
41	O=C(COc1ccccc1Cl)Nc1ccc(N2CCCC2)cc1	12	2.6	-8	-31	-13	3	15	22
42	CCOC(=O)CSc1nc(-c2ccncc2)ccc1C#N	4	5.9	10	-118	-210	8	-177	27
43	CCCn1c(CCC(=O)O)ccc1-c1ccc(OC)cc1	0	0.5	11	11	18	-2	-8	9
44	COC(=O)c1sc(-c2cccs2)cc1NC(=O)/C=C/C(=O)O	0	-0.7	-21	-20	3	-3	11	1
45	CCOc1ccc(NC(=S)NN(C)C(=S)Nc2ccc(OCC)cc2)cc1	4	-1.9	-21	-1	1	-4	-15	16
46	Cc1c(S(=O)(=O)N2CCCC(C(=O)O)C2)cnn1C (stereo not drawn)	-3	0.5	3	10	-1	-3	-9	-8
47	COCCCNC(=O)/C(C#N)=c1\s/c(=C\c2ccccc2OC(F)F)c(=O)n1CCCOC	0	16	-3	-17	3	0	5	15
48	CC(C)CN(C(=O)COC(=O)Cc1ccc(Cl)cc1)c1c(N)n(Cc2ccccc2)c(=O)[nH]c1=O	3	0.1	3	8	9	-1	16	-10
49	O=C(NCCCN1CCN(c2ccccc2F)CC1)C1CCN(S(=O)(=O)c2cccs2)CC1	-2	-1.5	-3	-1	20	1	26	-9
50	Cc1cccc(NC(=O)CC(C)(C)C)c1	1	-0.8	-7	10	2	-2	24	-8
51	COc1ccc(N(CC(=O)NCCc2ccccc2)C(=O)c2csnn2)cc1OC	-3	1.2	10	6	0	0	-6	-1
52	O=C(NCc1ccccc1Cl)C1CCCN(S(=O)(=O)c2cccc3nonc23)C1 (stereo not drawn)	-2	0.0	9	-5	18	-8	14	6
53	O=C(c1cccc(Cl)c1)N1CCN(c2ncccn2)CC1	-2	-0.4	13	9	-12	-2	6	8
54	N#CCCN(C(=O)COc1ccc(F)cc1Br)c1ccccc1F	-6	-0.3	2	17	5	-2	-17	13
55	COc1ccc(CCNC(=O)CSc2nn(-c3ccccc3)c(=S)s2)cc1	-5	-0.8	12	9	11	-3	10	-9
56	CCOC(=O)C1CCN(C2CCN(Cc3nc(-c4ccccc4)no3)CC2)CC1	0	-1.0	5	17	22	-3	-11	9
57	O=C(c1ccc(Cl)cc1[N+](=O)[O-])N1CCOCC1	-3	1.5	-1	15	2	-3	25	9
58	COC(=O)C(CC(=O)Nc1cc(C)ccc1C)Nc1ccccc1OC (stereo not drawn)	-1	-1.6	-7	3	9	-4	6	38
59	Cc1ccnc(NS(=O)(=O)c2ccc(NC(=O)c3ccc(Br)o3)cc2)n1	-2	0.3	1	16	9	6	-22	7
60	COc1ccc(Cl)cc1C(=O)CSc1nnnn1C	-1	2.0	-5	3	-11	1	-14	22

# The list goes on:
No.	Molecule	APJ ag	UPR CHOP act	APJ antagonist	697 NFkB inh	Jurkat NFkB inh	UPR XBP1 act	Mdm2 MdmX PPI	tim23-1 inh
61	COCC(=O)N/N=C/c1c(C)[nH]n(-c2ccccc2)c1=O	-2	7.2	-6	13	8	-2	14	3
62	CCC(Oc1ccccc1)C(=O)N1CCN(CC)CC1 (stereo not drawn)	-2	-1.4	5	22	19	0	-26	0
63	O=C(COC(=O)c1ccccc1F)Nc1cccnc1Cl	-2	-2.2	-3	17	6	-3	0	-10
64	CCc1cc2c(=O)c(-c3nc(C)cs3)coc2cc1OC(C)C(=O)NCCO (stereo not drawn)	-1	4.6	19	-43	34	2	-12	20
65	Cn1c(CNc2ccc(Cl)cc2)nc2ccccc21	-4	2.9	-3	-16	-20	7	-29	21
66	CCOc1ccc2nc(SCc3ccccc3C#N)sc2c1	-3	2.4	16	-76	-116	4	-249	17
67	O=C(Nc1ccnc(-c2ccncc2)n1)C1CC1	-3	-0.6	8	7	-3	2	-8	7
68	O=C(Nc1cccc(-c2ccc(F)cc2)c1)C1CCCN(Cc2cccnc2)C1 (stereo not drawn)	-3	1.6	-1	11	-6	-4	-4	22
69	COc1ccc(CNC(=O)CSc2nc3ccc(N)cc3s2)cc1	-1	1.8	-16	18	-1	-1	-5	-24
70	COc1cc(/C=C2\SC(=S)N(CCC(=O)Nc3ccccc3O)C2=O)cc(OC)c1OC	-2	-0.3	-5	-38	5	-3	5	1
71	CCOc1ccccc1NC(=O)COC(=O)c1cc(C(=O)OC)cc([N+](=O)[O-])c1	3	0.9	-31	9	-2	-1	-22	-8
72	Cc1nnc(NC(=O)C(C)Sc2nnc(-c3ccco3)n2C(C)C)s1 (stereo not drawn)	-2	-0.8	12	1	-2	-1	12	9
73	O=C(NCC1CCCO1)c1ccc(COc2ccc(Br)cc2)cc1 (stereo not drawn)	-1	1.8	-12	-34	8	-2	-4	43
74	COCCCNC(=O)/C(C#N)=C/c1c(N2CCN(c3ccccc3)CC2)nc2ccccn2c1=O	-3	4.2	12	-31	-52	0	5	25
75	O=C(Nc1ccc(N2CCOCC2)c(S(=O)(=O)Nc2ccc(Cl)cc2)c1)c1ccc(=O)[nH]n1	0	-0.7	-3	-6	-3	-4	19	16

# The order is random (roughly 5% active in at least one column).
